PGE2 EP2 inh = blocks the human prostaglandin E2 receptor EP2; AID 1422; P43116; C6 glioma cells expressing human EP2, cAMP TR-FRET; cells stimulated with saturating PGE2; inhibition, % at 25 µM; 260,000 compounds, 0.52% hits;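 active means percent inhibition above 40 after rounding to a whole number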;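 further: rat C6 glioma host cells with rolipram phosphodiesterase inhibitor present; the protocol text gives 20 µM as final concentration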
Target sequence (P43116 whole entry, looked up): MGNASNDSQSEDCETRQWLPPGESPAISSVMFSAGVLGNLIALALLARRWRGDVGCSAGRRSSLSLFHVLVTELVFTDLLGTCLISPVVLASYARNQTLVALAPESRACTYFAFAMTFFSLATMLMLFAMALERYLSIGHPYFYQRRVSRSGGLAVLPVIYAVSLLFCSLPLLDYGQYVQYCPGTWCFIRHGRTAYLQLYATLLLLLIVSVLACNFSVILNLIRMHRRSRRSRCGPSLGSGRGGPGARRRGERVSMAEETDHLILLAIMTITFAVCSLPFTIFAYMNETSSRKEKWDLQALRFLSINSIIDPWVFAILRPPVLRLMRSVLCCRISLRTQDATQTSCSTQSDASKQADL
An asterisk follows results filed as active; & = joins results of further samples. A portion of the library. The share of hits here may be higher or lower than overall.

Start of the data: the first 2 entries, to show the layout:
SMILES	PGE2 EP2 inh
COC(=O)CC1=C(C(=O)OC)C2(C(=O)Nc3ccc(F)cc32)C(C#N)=C(N)O1 (stereo not drawn)	14
CCCC(C)C1(CC)C(=O)N=C(S)NC1=O (stereo not drawn)	9

Main list (from the top)
SMILES	PGE2 EP2 inh
COC(=O)CC1=C(C(=O)OC)C2(C(=O)Nc3ccc(F)cc32)C(C#N)=C(N)O1 (stereo not drawn)	14
CCCC(C)C1(CC)C(=O)N=C(S)NC1=O (stereo not drawn)	9
COc1cc2c(cc1OC)[C@@H]1C(=O)c3ccc(O)c(CC=C(C)C)c3O[C@@H]1CO2	5
COC(=O)C1=C(c2cc3ccccc3o2)C[C@@H]2CC[C@H]1N2C(=O)NCc1cccc2ccccc12	9
CNC(=O)Oc1cccc2c1OC(C)(C)C2	10
CNC(=O)Oc1ccccc1OC(C)C	10
C[C@@](Br)(C(=O)O)[C@H](Br)C(=O)O	13
Nc1ccccc1O.O.O=C(O)[C@H]1[O][Sb][O][C@H]1C(=O)O	54*
CC1(C)C(=O)[C@@H]2O[C@@H]2[C@@]2(C)C1C[C@@H](O)[C@]1(C)C2CC[C@@]2(C)[C@H](c3ccoc3)OC(=O)C3OC321 (stereo partly drawn)	15
CCCCCCCCCCCCCC(=O)O[C@@H]1[C@@H](C)[C@@]2(O)[C@@H](C=C(CO)C[C@]3(O)C(=O)C(C)=C[C@@H]23)[C@@H]2C(C)(C)[C@]12OC(C)=O	10
COP(=S)(OC)Oc1ccc([N+](=O)[O-])cc1	11
COc1ccccc1CN(CCN(C)C)C(=O)Cc1coc2cc(C)ccc12	21
CC(CO)NC(=O)C1C=C2c3cccc4[nH]cc(c34)C[C@H]2N(C)C1 (stereo partly drawn)	15
C/C=C/c1ccc2c(c1)OCO2	9
C[n+]1c(/C=C/c2ccc(O)c3ncccc23)[se]c2ccccc21	37
Cn1cc(CNCCc2ccccc2)c2ccccc21	10
COc1cc(CN2C3CCC2CC(O)(c2ccc(F)cc2)C3)ccc1OC(C)C (stereo not drawn)	4
CC(c1ccccc1F)n1cc(C(=O)NC2CC2)nn1 (stereo not drawn)	6
C[C@@H]([C@@H](O)c1ccccc1)N(C)C(=O)Cc1ccccc1	7
O=C(NC(=O)c1c(F)cccc1F)Nc1ccc(Cl)cc1	16
CN(C)C(=O)Oc1cc(OC(=O)N(C)C)cc(C(O)CNC(C)(C)C)c1 (stereo not drawn)	8
COC(=O)C1=C(c2cc3ccccc3s2)C[C@@H]2CC[C@H]1N2C(=O)NCc1ccc(F)cc1	9
COC(=O)C1=C(c2ccccc2)C[C@@H]2CC[C@H]1N2C(=O)NC1CC1	6
CCOC(=O)C1=C(C)OC(N)=C(C#N)C12C(=O)N(Cc1ccccc1)c1ccccc12 (stereo not drawn)	6
COc1c(C)cccc1CN1C2CCC1CC(O)(c1cccc(F)c1)C2 (stereo not drawn)	12
C[C@]12CC[C@H](O)C[C@@H]1CC[C@H]1[C@H]2CC[C@@]2(C)[C@H](C3=CC(=O)OC3)[C@H](O)C[C@]12O	43*
COc1ccc2c(c1OC)C(=O)O[C@H]2[C@H]1c2cc3c(cc2CCN1C)OCO3	11
O=[N+]([O-])N1COC(CN2CCOCC2)C1 (stereo not drawn)	2
COc1ccc([C@H]2Oc3c(I)c(OC)cc(OC)c3C[C@@H]2O)cc1OC	9
C[C@H]1OC(O[C@H]2[C@@H](O)CC(O[C@H]3[C@@H](O)C[C@H](O[C@H]4CC[C@]5(C)C6CC[C@]7(C)[C@@H](C8=CC(=O)OC8)[C@@H](O)C[C@]7(O)[C@@H]6CC[C@@H]5C4)O[C@@H]3C)O[C@@H]2C)C[C@H](O)C1O (stereo partly drawn)	11
CC(=O)N(C)CC#CCN1CCC(O)CC1	3
CC(=O)O[C@H]1C(=O)[C@@]2(C)C([C@H](OC(=O)c3ccccc3)[C@]3(O)C[C@H](O)C(C)=C1C3(C)C)[C@]1(OC(C)=O)CO[C@@H]1C[C@@H]2O (stereo partly drawn)	13
O=C(O)C[C@@H]1OCC=C2CN3CC[C@]45c6ccccc6N[C@H]4[C@H]1[C@H]2C[C@H]35	51*
FC(F)(F)c1cccc(NC2=NCCCS2)c1	12
COc1ccc2c(c1OC)C(=O)O[C@@H]2[C@@H]1c2cc3c(cc2CCN1C)OCO3	11
Cc1nc(-c2ccc(F)cc2)c(CC(=O)N(CCN(C)C)C2CCCC2)s1	7
COC(=O)C1=C(N)Oc2c(c(=O)oc3ccccc23)C1c1ccc(C(F)(F)F)cc1 (stereo not drawn)	18
Clc1ccc(Cl)c2c1NC(c1cccnc1)C1CC=CC21 (stereo not drawn)	7
C#CCOS(=O)OC1CCCCC1Oc1ccc(C(C)(C)C)cc1 (stereo not drawn)	9
Oc1ccc(C2=CCNCC2)cc1O	11
C=Cn1cc(CN2C3CCC2CC(O)(c2ccc(F)cc2)C3)c(C)n1 (stereo not drawn)	8
CCSCC[C@H](N)C(=O)O	11
CN(C)CCN(Cc1ccc(F)cc1)C(=O)Cc1csc(-c2cccc(F)c2)n1	3
C[C@@H]1CC[C@H]2[C@@H](C)C(=O)O[C@@H]3OC4(C)CC[C@@H]1[C@]32OO4	13
O=C1C(Cl)C(CCl)CN1c1cccc(C(F)(F)F)c1 (stereo not drawn)	14
NC1(C(=O)O)CCCC1	15
O=S(=O)(O)/C(=C\c1ccccc1)c1ccccc1 (tested in a mixture with another compound)	46*
C[C@H](Br)CN(C[C@H](C)Br)c1ccc2c(c1)Cc1ccccc1-2	57*
COc1cc([C@@H]2c3cc4c(cc3[C@@H](O)C3COC(=O)C32)OCO4)cc(OC)c1O (stereo partly drawn)	12
Cc1[nH]c2ccc(F)cc2c1CC(=O)N(CCN(C)C)Cc1cccnc1	2
CC1(C)C2C[C@@H](O)[C@]3(C)C(CC[C@@]4(C)[C@H](c5ccoc5)CC5OC543)[C@@]2(C)[C@@H](O)C[C@H]1O (stereo partly drawn)	5
COC(=O)C1=C(c2cc3ccccc3o2)C[C@@H]2CC[C@H]1N2C(=O)N1CCC(C)CC1	14
C=C1CC2C(CC[C@]3(C)C(=O)CCC23)[C@@]2(C)C=CC(=O)C=C12 (stereo partly drawn)	13
O=C(Cn1cc(/C=C2\C(=O)NC(=S)N(c3ccccc3)C2=O)c2ccccc21)NCc1ccco1	9
CCCNC(=O)N1[C@H]2CC[C@@H]1C(C(=O)OC)=C(c1ccc(S(C)(=O)=O)cc1)C2	8
CCn1nc(CC(=O)N(CCN(C)C)Cc2ccccc2F)c2ccccc2c1=O	6
O=c1[nH]c(CN2CCN3CCCCC3C2)nc2ccccc12 (stereo not drawn)	13
CC(C)[C@]1(O)[C@@H](OC(=O)c2ccc[nH]2)[C@@]2(O)[C@@]3(C)C[C@]4(O)O[C@@]5([C@H](O)[C@@H](C)CC[C@@]35O)[C@@]2(O)[C@@]41C	51*
O=C(Nc1ccccc1)c1c(O)[nH]c(=S)[nH]c1=O	21
N#CC1=C(S)N(c2ccccc2)C(c2cccnc2)NC1=O (stereo not drawn)	9

For convenience, part of the list above.
SMILES	PGE2 EP2 inh
O=c1[nH]c(CN2CCN3CCCCC3C2)nc2ccccc12 (stereo not drawn)	13
CC(C)[C@]1(O)[C@@H](OC(=O)c2ccc[nH]2)[C@@]2(O)[C@@]3(C)C[C@]4(O)O[C@@]5([C@H](O)[C@@H](C)CC[C@@]35O)[C@@]2(O)[C@@]41C	51*
O=C(Nc1ccccc1)c1c(O)[nH]c(=S)[nH]c1=O	21
N#CC1=C(S)N(c2ccccc2)C(c2cccnc2)NC1=O (stereo not drawn)	9

The list continues.
SMILES	PGE2 EP2 inh
CC(C)=C[C@H]1[C@H](C(=O)OCc2cc3c(cc2Cl)OCO3)C1(C)C	10
O=C(O)CNC(=O)c1ccc([As](=O)(O)O)cc1	8
C[C@]12C=CC(=O)C=C1CCC1C2CC[C@]2(C)C(=O)CCC12 (stereo partly drawn)	12
O=C(CN1C(=O)CN=C(c2ccccc2Cl)c2c1sc1c2CCCC1)N1CCOCC1	4
COC(=O)C1=C(c2cccc(OC)c2OC)C[C@@H]2CC[C@H]1N2C(=O)NCc1ccc(C(F)(F)F)cc1	18
CN(C)CCN(C(=O)Cc1ccc2c(c1)OCCO2)C1CCCC1	1
COC(=O)C1=C(c2cc3ccccc3s2)C[C@@H]2CC[C@H]1N2C(=O)NCCCOC(C)C	10
CN[C@@H](C)[C@@H](O)c1ccccc1	11
CCN1CCN(C(=O)COc2ccc(F)cc2)CC1	7
CC[C@H]1C2CC3[C@@H]4N(C)c5ccccc5[C@]45C[C@@H](C2C5O)N3[C@@H]1O (stereo partly drawn)	7
O=C(O)CSCC(=O)O	11
CC(=O)O[C@@H]1/C=C/[C@](C)(O)C[C@@H](C)C/C=C/[C@H]2[C@@H]3O[C@]3(C)[C@@H](C)[C@H]3[C@H](Cc4ccccc4)NC(=O)[C@@]312	19
CC[C@H]1CC2CN3CCc4c([nH]c5cc(OC)ccc45)[C@](C(=O)OC)(C2)[C@H]13	20
CN(C)CCN(Cc1ccccc1F)C(=O)Cc1nn(C)c(=O)c2ccccc12	7
CC(c1cccc(F)c1)n1cc(C(=O)NC2CCCC2)nn1 (stereo not drawn)	8
CC(C)CC(N(C)C)C1(c2ccc(Cl)cc2)CCC1 (stereo not drawn)	11
O=C(O)CCC1NC(=S)NC1=O (stereo not drawn)	4
CN1C[C@@H](C(=O)N[C@@]2(C)O[C@@]3(O)[C@H]4CCCN4C(=O)[C@@H](Cc4ccccc4)N3C2=O)C=C2c3cccc4[nH]cc(c34)C[C@@H]21	66*
C1=CC2CCC(C1)N2CCN1C2C=CCC1CC2	6
COc1ccccc1CN(CCN(C)C)C(=O)Cc1nc2ccc(C)cc2[nH]1	5
C=C(C)COc1cccc(CN2C3CCC2CC(O)(c2nccn2C)C3)c1 (stereo not drawn)	4
COc1ccc(CN2CCN(C(=O)COc3cccc(C)c3)CC2)cc1OC	12
Oc1cccc2cccnc12	9&18
N[C@H](Cc1ccccc1)c1nn[nH]n1	17
CC(=O)O[C@@H]1/C=C/[C@](C)(O)C[C@@H](C)C/C=C/[C@H]2[C@H](O)C(C)=C(C)[C@H]3[C@H](Cc4ccccc4)NC(=O)[C@@]123	18
O=C(O)C(=O)Cc1ccc2c(c1)OCO2	13
CCCSc1ncc(CN2C3CCC2CC(O)(c2nccn2C)C3)cn1 (stereo not drawn)	2
C[C@@]12N[C@@H](Cc3ccccc31)c1ccccc12	19

Sorted by molecular weight (descending): 4 of the compounds above
SMILES	PGE2 EP2 inh
COc1ccc(CN2CCN(C(=O)COc3cccc(C)c3)CC2)cc1OC	12
CCCSc1ncc(CN2C3CCC2CC(O)(c2nccn2C)C3)cn1 (stereo not drawn)	2
O=C(O)C(=O)Cc1ccc2c(c1)OCO2	13
Oc1cccc2cccnc12	9&18

Compound activity deposited in PubChem by Emory University Molecular Libraries Screening Center.
